# Screens as filed in PubChem.
# GLS inh: qHTS for Inhibitors of Glutaminase (GLS); Potency, µM (series often up to 45.5 µM), for inactives: at the highest dose activity change, negative = inhibition, actives largely listed as inhibitors; Glutaminase kidney isoform, mitochondrial (Homo sapiens), O94925; 410,000 tested, 0.21% active; GLS enzymatic activity, qHTS titration; AID 624170, 2012; also: % is scaled to controls: 0 for no effect and ±100 for the full control effect
#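 Read-out is an Amplex red fluorescence increase coupled through glutamate oxidase and HRP, measured before and after 30 min room-temperature incubation. hKGA is in 45 mM KH2PO4 (pH 8.2) with 0.02% Tween-20; glutamine added as 1mM solution.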
# Pin1 inh: qHTS Assay to Find Inhibitors of Pin1 | Pin1 FP peptide displacement, HiFluor488, 10 min | Potency, µM (doses to about 115 µM), without a hit: top-dose activity, negative = inhibition, actives largely listed as inhibitors | 390,000 tested, 0.009% active; active = well fitted inhibition curve with a large enough effect in the polarisation, with a control signal flat, not every such curve was filed as active; inconclusive = small, poorly fitted or top-dose-only effect, or effect the other way, or a change in a side signal; inactive = no such curve, though single readings can be large or run the other way; the % refers to the polarisation; also: % is scaled to controls: 0 for no effect and ±100 for the full control effect
# ALOX12 inh: Primary qHTS assay for inhibitors of human arachidonate 12S-lipoxygenase (ALOX12): Round 2; purified 12hLO, xylenol orange hydroperoxide absorbance; Potency, µM (doses to about 108 µM), for inactives: at the top dose activity change, negative = inhibition, most hits filed as inhibitors; 580,000 tested, 1.1% active; AID 1671190, 2021; also: % is scaled to controls: 0 for no effect and ±100 for the full control effect
#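 Purified human 12hLO at 150 nM in 25 mM Hepes, 0.01% Triton X-100, pH 7.0, preincubated 15 min at room temperature with compound. Reaction started with 40 uM arachidonic acid, 30 min at room temperature. Hydroperoxide measured by Fe-xylenol orange, 573/405 nm absorbance ratio.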
# HP1b chromo inh: HTS for Inhibitors of HP1-beta Chromodomain Interactions with Methylated Histone Tails | AlphaScreen HP1-beta / biotin-H3K9me3 peptide binding | 390,000 tested, 0.56% active | Chromobox protein homolog 1 (Homo sapiens), P83916 | Potency, µM (highest dose often 114 µM), for the others: at the top dose activity change, negative = inhibition, actives largely listed as inhibitors; also: nearly all actives have a fitted effect of over 70% in size; inactives centre near 23
#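 AlphaScreen: HP1-beta (50 nM) preformed 30 min with biotin-H3(1-18)K9me3 peptide (50 nM) in PBS pH 7.4, 0.01% Tween-20. Compound added for 30 min at RT, then streptavidin donor/nickel chelate acceptor beads (10 ug/mL) for 30 min.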
# RGS4 inhibitor: Inhibitors of Regulator of G Protein Signaling (RGS) 4: qHTS; Potency, µM (highest dose often 114 µM), inactives show at the highest dose activity change, negative = inhibition, hits mostly inhibitors; Regulator of G-protein signaling 4 (Homo sapiens), P49798; 390,000 tested, 0.039% active; Transcreener GDP fluorescence polarization, RGS4-accelerated GTP hydrolysis; also: % is scaled to controls: 0 for no effect and ±100 for the full control effect; nearly all actives have a fitted effect of over 75% in size; some results filed as inactive show a strong effect at the top dose
#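 MLSMR compounds (23 nl, pin-transferred) preincubated 10 min at room temperature with a 500nM (2x) first reagent, then RGS4 at 900nM (2x) plus Transcreener GDP mix added; fluorescence polarization (620/688 nm) read before and after 90 min at 30 °C.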
# ERG Ets-DNA blk: qHTS for Small Molecule Inhibitors of the ERG Ets/DNA interaction; Transcriptional regulator ERG (Homo sapiens), P11308; fluorescence polarization, His-ERG Ets domain / labelled DNA; Potency, µM (top dose mostly 76.9 µM), for inactives: at the top dose FP activity, negative = inhibition, most hits filed as inhibitors; 370,000 tested, 0.028% active; active = well fitted inhibition curve with a large enough effect in the polarisation, with a control signal flat; inconclusive = small, poorly fitted or top-dose-only effect, or effect the other way, or a change in a side signal; inactive = no such curve, though single readings can be large or run the other way; the % refers to the polarisation;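 also: polarization taken with two DNA probes labelled with fluorescein and Texas red; % of control where 0% means no effect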
#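 His-tagged ERG Ets domain (1 uM in the protein solution; 300mM KCl, 50mM Tris-HCl, 1mM EDTA, 1mM DTT, pH 7.5) received compound, then a probe mix of 5 nM fluorescein-DNA and 100nM Texas-615-DNA. Fluorescence polarization was read for both dyes.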
# JMJD2A Tudor: qHTS Assay for Inhibitors of JMJD2A-Tudor Domain | Lysine-specific demethylase 4A (Homo sapiens), O75164 | AlphaScreen JMJD2A-Tudor / H3K4me3 peptide binding | Potency, µM (highest dose often 114 µM), inactives show at the top dose activity change, negative = inhibition, usual class: inhibitors | 390,000 tested, 4.4% active; also: % is scaled to controls: 0 for no effect and ±100 for the full control effect; nearly all actives have a fitted effect of over 50% in size
# Target sequence (O75164 whole entry, looked up, the tested form may be a part): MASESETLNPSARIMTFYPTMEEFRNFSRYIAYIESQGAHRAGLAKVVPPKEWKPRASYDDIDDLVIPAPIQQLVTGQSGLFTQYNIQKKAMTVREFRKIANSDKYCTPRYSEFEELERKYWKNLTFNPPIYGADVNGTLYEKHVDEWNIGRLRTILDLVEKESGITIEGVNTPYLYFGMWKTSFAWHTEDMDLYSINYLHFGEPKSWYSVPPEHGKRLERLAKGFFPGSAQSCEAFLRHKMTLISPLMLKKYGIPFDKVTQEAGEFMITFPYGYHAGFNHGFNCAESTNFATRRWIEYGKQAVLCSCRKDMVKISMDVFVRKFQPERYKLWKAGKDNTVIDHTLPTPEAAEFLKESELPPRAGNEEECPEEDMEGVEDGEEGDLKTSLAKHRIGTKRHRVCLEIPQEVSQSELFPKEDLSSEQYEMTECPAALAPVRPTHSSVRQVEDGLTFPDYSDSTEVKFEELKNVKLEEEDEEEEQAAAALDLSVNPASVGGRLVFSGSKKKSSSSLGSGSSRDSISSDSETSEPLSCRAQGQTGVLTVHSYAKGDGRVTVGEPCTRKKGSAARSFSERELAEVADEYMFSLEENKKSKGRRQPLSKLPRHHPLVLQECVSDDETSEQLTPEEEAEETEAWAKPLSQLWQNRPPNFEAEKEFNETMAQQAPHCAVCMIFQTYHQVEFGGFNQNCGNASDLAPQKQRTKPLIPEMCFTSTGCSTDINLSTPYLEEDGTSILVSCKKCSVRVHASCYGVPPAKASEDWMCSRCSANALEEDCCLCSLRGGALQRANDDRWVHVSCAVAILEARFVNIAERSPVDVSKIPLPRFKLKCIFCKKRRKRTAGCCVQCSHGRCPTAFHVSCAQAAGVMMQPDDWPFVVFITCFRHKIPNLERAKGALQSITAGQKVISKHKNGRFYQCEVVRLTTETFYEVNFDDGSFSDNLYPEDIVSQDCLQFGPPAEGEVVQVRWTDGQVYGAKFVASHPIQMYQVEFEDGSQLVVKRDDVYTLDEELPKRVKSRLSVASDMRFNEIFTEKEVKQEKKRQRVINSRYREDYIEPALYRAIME
# PGK inhibitor: qHTS Assay to Find Inhibitors of Phosphoglycerate Kinase; PGK/GAPDH coupled, Kinase-Glo luminescence, 60 min; Potency, µM (doses to about 57.5 µM), for the others: at the highest dose activity change, negative = inhibition, hits mostly inhibitors; 380,000 tested, 0.043% active; AID 602233, 2012; also: % is scaled to controls: 0 for no effect and ±100 for the full control effect; nearly all actives have a fitted effect of over 60% in size
#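 Luminescent ATP detection (Kinase-Glo Plus) follows a 60-minute room-temperature incubation, with wells lacking PGK as controls. Buffer: 100 mM TEA (pH 7.6), 5 mM MgCl2, 0.01% Tween-20. Coupling enzyme GAPDH (100 nM final) supplies unstable 1,3-BPG in-well.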
# rTrxR1 inhibitor: qHTS Assay for Inhibitors of Mammalian Selenoprotein Thioredoxin Reductase 1 (TrxR1): qHTS; AID 588453, 2011; Potency, µM (series often up to 114 µM), without a hit: top-dose activity change, negative = inhibition, usual class: inhibitors; 390,000 tested, 1% active; recombinant rTrxR1, NADPH fluorescence consumption, selenite substrate; Thioredoxin reductase 1, cytoplasmic (Rattus norvegicus), O89049; also: % is scaled to controls: 0 for no effect and ±100 for the full control effect; nearly all actives have a fitted effect of over 65% in size
#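 Rat TrxR1 (90 nM in the dispensed reagent) was pre-reduced with 400 uM NADPH for 5 min at room temperature, then incubated with compound for 15 min. After 400 uM selenite was added, NADPH fluorescence (Ex 340/Em 450 nm) was followed for 8 min.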
# * hit, by the source's call; i = inactive; ? = inconclusive; . = no result given; [ ] = dose if it differs, or a comment. Unless noted, calls follow the shape of the dose curve; as a rule, active = well fitted curve in the direction sought with a large enough effect; inconclusive = small, poorly fitted or top-dose-only effect, or another doubt; inactive = no such curve, though single readings can be large; an effect the other way counts as inactive or inconclusive. Potency is read from the fitted curve at half-maximal effect.
# A first look (9 entries):
SMILES | PGK inhibitor | RGS4 inhibitor | ERG Ets-DNA blk | ALOX12 inh | GLS inh | JMJD2A Tudor | rTrxR1 inhibitor | HP1b chromo inh | Pin1 inh
Cc1ccc(-n2ncc3c(=O)n(CC(=O)NC4CCCCC4)cnc32)cc1 | 2% | -14% | 2% | -13% | -2% | 6% | 12%[57.1 µM] | 30% | 1%
COc1ccc(C(=O)N2CC(=O)Nc3ccc(F)cc3C2c2ccccc2)cc1 (configuration not stated) | 0% | -1% | 1% | 0% | -4% | -16% | 2% | 38% | -2%
COc1ccc(CNc2cccc3[nH]c(C(F)(F)F)nc23)cc1 | -2% | -21%[56.9 µM] | 1% | 5% | 17% | ? | ? | 18% | 8%
Cc1cc(Nc2cccc(Cl)c2)nc(N2CCOCC2)n1 | -1% | -1% | -7% | -18% | 6% | -10% | 4% | 18% | -6%
Cc1noc(C)c1COC(=O)c1cc2c(C)nn(-c3ccc(F)cc3)c2s1 | 1% | 0% | 4% | 3% | 13% | -5% | -1% | 35% | 3%
CCOC(=O)C1=C(c2ccccc2)NC(SCC(=O)Nc2ccccc2C)=C(C#N)C1c1ccco1 (configuration not stated) | -4% | 3% | -9% | -13% | 5% | -27% | 6% | 25% | 27%
C=CCOc1ccc(/C=C/C(=O)OCC(=O)NCCc2ccccc2)cc1 | 11% | -7% | -9% | 7% | 12% | -6% | -7% | 35%[activator] | 6%
CCOc1ccc(CCNC(=O)CS(=O)Cc2nc(-c3ccc(C)cc3)oc2C)cc1 (configuration not stated) | -1% | -10%[56.9 µM] | -1% | 0% | -12% | ? | -8%[57.1 µM] | -4% | -2%
Cc1ccc(CCNC(=O)C2CCN(C(=O)N(C)C)CC2)cc1 | -1% | 10% | . | 20% | -4% | -2% | 8% | 25% | 3%

# The listing, from the start:
SMILES | PGK inhibitor | RGS4 inhibitor | ERG Ets-DNA blk | ALOX12 inh | GLS inh | JMJD2A Tudor | rTrxR1 inhibitor | HP1b chromo inh | Pin1 inh
Cc1ccc(-n2ncc3c(=O)n(CC(=O)NC4CCCCC4)cnc32)cc1 | 2% | -14% | 2% | -13% | -2% | 6% | 12%[57.1 µM] | 30% | 1%
COc1ccc(C(=O)N2CC(=O)Nc3ccc(F)cc3C2c2ccccc2)cc1 (configuration not stated) | 0% | -1% | 1% | 0% | -4% | -16% | 2% | 38% | -2%
COc1ccc(CNc2cccc3[nH]c(C(F)(F)F)nc23)cc1 | -2% | -21%[56.9 µM] | 1% | 5% | 17% | ? | ? | 18% | 8%
Cc1cc(Nc2cccc(Cl)c2)nc(N2CCOCC2)n1 | -1% | -1% | -7% | -18% | 6% | -10% | 4% | 18% | -6%
Cc1noc(C)c1COC(=O)c1cc2c(C)nn(-c3ccc(F)cc3)c2s1 | 1% | 0% | 4% | 3% | 13% | -5% | -1% | 35% | 3%
CCOC(=O)C1=C(c2ccccc2)NC(SCC(=O)Nc2ccccc2C)=C(C#N)C1c1ccco1 (configuration not stated) | -4% | 3% | -9% | -13% | 5% | -27% | 6% | 25% | 27%
C=CCOc1ccc(/C=C/C(=O)OCC(=O)NCCc2ccccc2)cc1 | 11% | -7% | -9% | 7% | 12% | -6% | -7% | 35%[activator] | 6%
CCOc1ccc(CCNC(=O)CS(=O)Cc2nc(-c3ccc(C)cc3)oc2C)cc1 (configuration not stated) | -1% | -10%[56.9 µM] | -1% | 0% | -12% | ? | -8%[57.1 µM] | -4% | -2%
Cc1ccc(CCNC(=O)C2CCN(C(=O)N(C)C)CC2)cc1 | -1% | 10% | . | 20% | -4% | -2% | 8% | 25% | 3%
CC1CC(C)(C)n2c(O)c(N=NC(N)=S)c3cccc1c32 (configuration not stated) | 12% | 23% | 2% | -9% | 6% | ? | -21% | 24% | ?
COc1ccccc1OCCC(=O)NCc1ccc2c(c1)OCO2 | -3% | ? | -4% | 4% | -9% | 35µM* | 22% | -26% | 3%
CC1CCCC(=NNC(=O)C2COc3ccccc3O2)C1 (configuration not stated) | i | 19% | -13% | 24% | 11% | -15% | 22% | 45%[activator] | -8%
COc1ccccc1NC(=O)CN(Cc1ccco1)C(=O)c1ccc(Cl)nc1 | -2% | 32% | 6% | -7% | 3% | -11% | 19% | 25% | 6%
COc1ccc(Cl)cc1-n1c(=S)sc2c(=O)[nH]c(SCC(=O)NCCC(C)C)nc21 | i | -25% | -3% | -18% | ? | -15% | -12% | 16% | -5%
Cc1ccc(/C=N/NC(=O)CN2CCN(Cc3ccccc3Cl)CC2)o1 | -8% | 18% | 3% | ? | -1% | -12% | 2% | 23% | -3%
Cc1cc(C)n(/C(=C/N(C)C)C(=O)c2ccccc2)n1 | -2% | 3% | 14% | -12% | -2% | -4% | -1% | 38% | 0%
O=C1CC(c2ccc(F)cc2)CC(O)=C1C1NCCc2ccccc21 (configuration not stated) | -5% | -41% | 8% | -17% | -2% | 0% | 3% | 25% | -10%
O=C(NCC(c1cccs1)N1CCOCC1)c1cn(-c2ccccc2)nc1-c1ccc(F)cc1 (configuration not stated) | i | 1% | 11% | -26% | -3% | -19% | 10%[57.1 µM] | 8% | 6%
Cc1cc(C(C)(C)C)oc1C(=O)N(CC(=O)NC1CCCC1)Cc1ccccc1Cl | 4% | -15% | . | -20% | -2% | -22% | 22% | 14% | 3%
CN(C)c1ccc(/C=C/C=C2/SC(=S)N(c3ccccc3)C2=O)cc1 | -27% | -66% | ? | ? | 23% | 5.6µM* | 1%[57.1 µM] | -92% | ?
CCSc1nnc(-c2ccccc2N)c(=O)[nH]1 | 6% | 4% | 2% | 25% | 14% | -16% | -3% | 34% | -1%
Cc1c(CCC(=O)O)c(=O)oc2cc(OCc3ccccc3Br)ccc12 | . | -27% | -4% | ? | 1% | ? | ? | 9% | 3%
CCN1CCN(S(=O)(=O)c2ccc(F)c(C(=O)Nc3c(F)cc(F)cc3Br)c2)CC1 | -6% | -15% | -6% | -21% | -6% | -1% | 22% | 58%[activator] | -7%
COC(=O)c1cc(=O)n(CCc2ccc(OC)c(OC)c2)c(=Nc2ccc(F)c(Cl)c2)s1 | -5% | -12% | -11% | 1% | -9% | ? | 18%[57.1 µM] | -6% | 17%
COc1ccccc1CNS(=O)(=O)c1ccc2[nH]c3c(c2c1)CCCCC3 | i | -26% | -3% | 10% | 3% | ? | -2% | -15% | 13%
O=C(NNC(=S)NCC1CCCO1)c1cccc(S(=O)(=O)N2CCOCC2)c1 (configuration not stated) | i | -27% | 9% | 6% | ? | -10% | 15%[57.1 µM] | 20% | 2%
Cc1cc(C)nc(SCc2ccc(F)cc2)n1 | 1% | 12% | 1% | -2% | -14% | 22% | 4%[57.1 µM] | 61%[activator] | -2%
O=C(NS(=O)(=O)c1ccccc1)c1cccc(Br)c1 | -10% | -18% | 2% | 221%[activator] | 14% | -15% | -18% | 22% | -8%
CCOc1ccc(-c2cc(C)n3nc(C(N)=O)cc3n2)cc1 | 0% | -40% | 0% | ? | 7% | -18% | -14% | 23% | ?
Cc1cccc(N(C)C(CNS(=O)(=O)c2ccccc2)c2ccccc2)c1 (configuration not stated) | . | 1% | -10% | -16% | 24% | -34% | 23% | 6% | 2%
COC(=O)N/N=C/c1ccccc1Cl | 8% | 13% | -1% | -6% | 6% | -6% | 31% | 37% | -4%
Cc1oc(-c2ccccc2F)nc1Cn1c(SCc2ccccc2F)nc2ccncc21 | -1% | -5% | 1% | -13% | -16% | ? | 1% | -1% | 0%
COc1ccc(NC(=O)CN(C)C(=O)CCCNC(=O)c2ccc(Cl)cc2)cc1 | 2% | 7% | 0% | ? | -3% | -1% | 11% | 20% | -3%
CCCc1nc(SCC(=O)O)c2sc(=S)n(-c3ccccc3)c2n1 | -2% | -8% | 3% | -5% | 6% | -18% | 4% | 34%[activator] | -3%
Cc1cccc(Nc2nnc(SCC(=O)c3ccc(O)cc3O)s2)c1 | i | -43% | 6% | ? | -4% | -27% | 19%[57.1 µM] | 38% | 1%
COc1cc(-n2c(C)nc3cc(C(=O)NCc4ccco4)ccc32)cc(OC)c1OC | i | 14% | 2% | 5% | 0% | -15% | -16% | 2% | -5%
Cc1ccc(NC(=O)c2ccc(-n3cccn3)c([N+](=O)[O-])c2)cc1C | -10% | 16% | -15% | -15% | 0% | -21% | 12% | 5% | 5%
CCC(C)NC(=O)C(NS(=O)(=O)c1cccc2nsnc12)c1ccccc1 (configuration not stated) | ? | -21% | -2% | 0% | 18% | -18% | -8% | -13% | -10%
COCCNC(=O)C1CC2Cn3c(nc4cc(C)c(C)cc43)C2N1C (configuration not stated) | 3% | -17% | 9% | -29% | 5% | -9% | 6% | 19% | -12%

# These rows are one share of the data, so the mix of outcomes need not match the whole.
